RGS4 inh – Inhibitors of Regulator of G Protein Signaling (RGS) 4: qHTS; Regulator of G-protein signaling 4 (Homo sapiens), P49798; Transcreener GDP fluorescence polarization, RGS4-accelerated GTP hydrolysis; Potency, µM (titrated, usually from 114 µM), inactives show at the highest dose activity change, negative = inhibition, actives largely listed as inhibitors; 390,000 tested, 0.039% active; further: potency means the concentration at half of the fitted maximal effect; on the % scale 0 is the no-effect control and ±100 the full control effect; nearly all actives have a fitted effect of over 75% in size; some results filed as inactive show a strong effect at the top dose
Target sequence (P49798 whole entry, looked up): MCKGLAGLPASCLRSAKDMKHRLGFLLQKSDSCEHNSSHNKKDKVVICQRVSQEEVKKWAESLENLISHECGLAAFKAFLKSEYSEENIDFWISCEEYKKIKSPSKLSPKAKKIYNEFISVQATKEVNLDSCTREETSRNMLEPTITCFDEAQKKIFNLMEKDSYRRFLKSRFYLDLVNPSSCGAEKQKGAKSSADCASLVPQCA
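MLSMR compounds (23 nl, pin-transferred) preincubated 10 min at room temperature with a 500nM (2x) first reagent, then RGS4 at 900nM (2x) plus Transcreener GDP mix added; fluorescence polarization (620/688 nm) read before and after 90 min at 30 °C.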
rTrxR1 inhibitor – qHTS Assay for Inhibitors of Mammalian Selenoprotein Thioredoxin Reductase 1 (TrxR1): qHTS | recombinant rTrxR1, NADPH fluorescence consumption, selenite substrate | Potency, µM (series often up to 114 µM), without a hit: top-dose activity change, negative = inhibition, usual class: inhibitors | 390,000 tested, 1% active; further: potency means the concentration at half of the fitted maximal effect; on the % scale 0 is the no-effect control and ±100 the full control effect; nearly all actives have a fitted effect of over 65% in size
Target sequence (O89049 whole entry, looked up): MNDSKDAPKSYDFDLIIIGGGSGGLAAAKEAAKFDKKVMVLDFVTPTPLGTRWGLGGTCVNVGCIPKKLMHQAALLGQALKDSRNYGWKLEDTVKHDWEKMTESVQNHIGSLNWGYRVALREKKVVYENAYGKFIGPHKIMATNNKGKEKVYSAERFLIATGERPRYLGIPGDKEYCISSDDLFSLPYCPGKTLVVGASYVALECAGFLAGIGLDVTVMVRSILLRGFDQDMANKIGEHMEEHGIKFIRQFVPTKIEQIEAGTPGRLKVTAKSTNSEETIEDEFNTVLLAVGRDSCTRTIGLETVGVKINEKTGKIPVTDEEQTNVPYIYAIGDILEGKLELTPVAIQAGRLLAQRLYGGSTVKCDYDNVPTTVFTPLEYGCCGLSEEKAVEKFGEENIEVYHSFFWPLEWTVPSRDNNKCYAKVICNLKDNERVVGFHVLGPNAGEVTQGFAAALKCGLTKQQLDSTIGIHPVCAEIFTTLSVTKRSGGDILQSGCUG
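Rat TrxR1 (90 nM in the dispensed reagent) was pre-reduced with 400 uM NADPH for 5 min at room temperature, then incubated with compound for 15 min. After 400 uM selenite was added, NADPH fluorescence (Ex 340/Em 450 nm) was followed for 8 min.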
Vif-APOBEC3F blk – qHTS for Inhibitors of Vif-A3F Interactions: qHTS. AID 602313, 2012. HeLa A3F-eYFP + Vif (tagged APOBEC3F with the HIV-1 protein that degrades it), YFP fluorescence increase. 390,000 tested, 0.2% active. Potency, µM (highest dose often 46.1 µM), inactives show at the highest dose activity, negative = active; further: potency means the concentration at half of the fitted maximal effect; % of control where 0% means no effect; nearly all actives have a fitted effect of over 65% in size
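HeLa cells stably expressing Vif plus C-terminally eYFP-tagged A3F were seeded, incubated overnight at 37 deg C, dosed with compound, incubated overnight again at 37 deg C. Yellow fluorescence (Ex 488/Em 500-530) reported blocked Vif-mediated A3F-eYFP degradation.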
Vif-APOBEC3G blk – qHTS for Inhibitors of Vif-A3G Interactions: qHTS | DNA dC->dU-editing enzyme APOBEC-3G (Homo sapiens), Q9HC16 | HeLa A3G-eYFP + Vif (tagged APOBEC3G with the HIV-1 protein that degrades it), YFP fluorescence, overnight | Potency, µM (top dose mostly 46.1 µM), without a hit: at the highest dose activity, negative = active, most hits filed as inhibitors | 410,000 tested, 0.076% active | AID 602310, 2012;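 further: potency means the concentration at half of the fitted maximal effect; on the % scale 0 is the no-effect control and ±100 the full control effect; nearly all actives have a fitted effect of over 60% in size; hits raise eYFP signal because A3G escapes Vif-driven loss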
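HeLa cells stably expressing Vif and C-terminally eYFP-tagged A3G, seeded overnight at 37 deg C, then exposed to compound by pintool overnight at 37 deg C. Rise in yellow fluorescence (Ex 488/Em 500-530, Acumen) marks blocked Vif-driven A3G degradation.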
USP1-UAF1 inh – Inhibitors of USP1/UAF1: Primary Screen. Ubiquitin carboxyl-terminal hydrolase 1 (Homo sapiens), O94782. recombinant USP1/UAF1, Ub-Rhodamine cleavage fluorescence. Potency, µM (series often up to 57.1 µM), for the others: at the top dose activity change, negative = inhibition, hits mostly inhibitors. 390,000 tested, 0.23% active; further: potency means the concentration at half of the fitted maximal effect; on the % scale 0 is the no-effect control and ±100 the full control effect; nearly all actives have a fitted effect of over 60% in size; inactives centre near -12
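Step one: compound is pinned into 1nM USP1/UAF1 in HEPES pH 7.8 buffer with TCEP. Step two: 15 min room-temperature incubation. Step three: Ub-Rho (150nM final) starts cleavage, tracked by fluorescence over six one-minute reads.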
GRP78 ERSR act – qHTS for Inducers of the Endoplasmic Reticulum Stress Response (ERSR) in Human Glioma: qHTS; AID 602332, 2012; Potency, µM, inactives show top-dose activation, hits mostly activators; 420,000 tested, 0.02% active; U87-MG GRP78 promoter luciferase reporter, 16 h; further: potency means the concentration at half of the fitted maximal effect; series mostly up to about 76 µM; % of control where 0% means no effect; nearly all actives have a fitted effect of over 35% in size
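Stably transfected U87-MG glioma cells carrying a GRP78-based luciferase sensor; 16 h compound incubation. Luminescence end-point read 10 min after Bright-Glo addition at room temperature.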
TrxR1 substrate – qHTS Assay for Substrates of Mammalian Selenoprotein Thioredoxin Reductase 1 (TrxR1): qHTS | Thioredoxin reductase 1, cytoplasmic (Rattus norvegicus), O89049 | purified TrxR1 substrate turnover, NADPH consumption readout | 390,000 tested, 0.01% active | Potency, µM (doses to about 114 µM), for the others: at the top dose activity change, negative = substrate turnover | AID 588456, 2011; further: potency means the concentration at half of the fitted maximal effect; on the % scale 0 is the no-effect control and ±100 the full control effect; nearly all actives have a fitted effect of over 50% in size
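Rat TrxR1, dispensed at 90 nM, was prereduced with 400 uM NADPH (final) for 5 min at ~22 deg C, then incubated with compound 15 min before 400 uM selenite. A first-read NADPH fluorescence drop versus no-compound background flagged substrates.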
mIDH1 inhibitor – qHTS for Inhibitors of mutant isocitrate dehydrogenase 1 (IDH1): qHTS. Isocitrate dehydrogenase [NADP] cytoplasmic (Homo sapiens), O75874. IDH1-R132H enzyme, NADPH consumption, diaphorase/resazurin fluorescence. Potency, µM (top dose mostly 76.6 µM), for the others: top-dose activity change, negative = inhibition, usual class: inhibitors. 390,000 tested, 0.093% active. AID 602179, 2012; further: potency means the concentration at half of the fitted maximal effect; on the % scale 0 is the no-effect control and ±100 the full control effect; nearly all actives have a fitted effect of over 65% in size
Target sequence (O75874 whole entry R132H, stated change not applied): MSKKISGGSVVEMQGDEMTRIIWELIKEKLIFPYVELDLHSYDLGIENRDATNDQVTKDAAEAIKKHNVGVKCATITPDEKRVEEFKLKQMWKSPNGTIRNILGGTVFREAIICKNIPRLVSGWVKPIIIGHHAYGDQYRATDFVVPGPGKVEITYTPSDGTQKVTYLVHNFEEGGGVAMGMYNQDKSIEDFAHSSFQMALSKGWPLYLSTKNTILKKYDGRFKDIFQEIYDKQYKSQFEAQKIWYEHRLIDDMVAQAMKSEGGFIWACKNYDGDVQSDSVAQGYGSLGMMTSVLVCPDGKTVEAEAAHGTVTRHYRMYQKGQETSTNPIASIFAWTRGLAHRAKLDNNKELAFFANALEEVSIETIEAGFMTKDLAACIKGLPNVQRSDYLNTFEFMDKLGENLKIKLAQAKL
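IDH1-R132H (0.5 ug/mL) preincubated 30 min with compound, then NADPH (0.016 mM) and alpha-KG (2 mM) added; 80 min at RT, pH 7.5. Remaining NADPH coupled via diaphorase/resazurin to fluorescence (540/590 nm); concentration-response curves normalized to no-enzyme control.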
LDHA inh – qHTS assay for inhibitors of human lactate dehydrogenase; L-lactate dehydrogenase A chain (Homo sapiens), P00338; purified LDHA, NADH/diaphorase-resazurin fluorescence; stronger effect = lower value; activity change, % (values are at about 110 or 230 µM); 480,000 tested, 0.15% active; in the data active means activity change below about -30%; inconclusive means mostly about -25% to -30%;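 further: plate controls were DMSO wells for no effect and wells without enzyme for full effect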
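Human LDH5 (2 nM) was incubated with 0.06 mM NADH and 0.2 mM pyruvate for 5 min at room temperature in Tris pH 7.4. Remaining NADH was coupled through diaphorase/resazurin, and resorufin fluorescence was read at 0 and 20 min.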
* marks the source's active call; other numbers are inactive results; ? = inconclusive; & = joins results of further samples; [ ] = another dose, or the depositor's remark. Unless noted, the call rests on the fitted dose curve; in most records, active means well fitted curve in the direction sought with a large enough effect; inconclusive means small, poorly fitted or top-dose-only effect, or another doubt; inactive means no such curve, though single readings can be large; an effect the other way counts as inactive or inconclusive. This is a subset, so the mix of outcomes need not match the whole.

SMILES	RGS4 inh	rTrxR1 inhibitor	Vif-APOBEC3F blk	Vif-APOBEC3G blk	USP1-UAF1 inh	GRP78 ERSR act	TrxR1 substrate	mIDH1 inhibitor	LDHA inh
O=C(OCc1ccccc1)N1CCC2CC1c1cc(NCCc3ccccc3)ccc12 (stereo not drawn)	-13%	27%	-1%	4%	-20%	1%	4%	-1%[38.3 µM]	-4
CCOc1ccc(NC(=O)CN2CCN(S(=O)(=O)c3ccc(OC)cc3)CC2)cc1	13%	5%[57.1 µM]	4%	3%	-10%	-1%	-3%[57.1 µM]	0%	2
CCC1Nc2ncnc(N3CCN(c4ccccn4)CC3)c2N(Cc2ccc(Br)cc2)C1=O (stereo not drawn)	3%	0%[57.1 µM]	4%	-18%	-16%	-5%	-9%	-16%	3
COc1ccc(C)cc1S(=O)(=O)n1nc(C)cc1C	-23%	12%[57.1 µM]	-2%	0%	4%	-5%	2%[57.1 µM]	-7%	-9
O=C(Cc1ccc(Cl)cc1Cl)Nc1ccncc1Cl	-25%	24%	2%	2%	-7%	-6%	4%	5%	-3
CCOc1ccc(-c2nonc2NC(=O)COc2c(C)cc(C)cc2C)cc1OCC	-12%	14%	5%	-5%	-17%	-3%	6%	1%	2&-3
C/C(=N\Nc1ccc(Cl)c(C(=O)O)c1)c1cccc([N+](=O)[O-])c1	1%	-9%	-17%	-7%	-20%	2%	-12%	12%	1
CC1CC(C)CN(C(=S)Nc2ccc3nc4n(c(=O)c3c2)CCCCC4)C1 (stereo not drawn)	-26%	-27%	4%	0%	-17%	-2%	-3%	8%	-5
O=C(Nc1ccc2ncccc2c1)c1cccc(Br)c1	2%	11%	4%	1%	-11%	1%	5%	7%	-1
O=[N+]([O-])c1cccc(-c2csc(N/N=C/c3cccc(O)c3)n2)c1	-19%	5%[57.1 µM]	-3%	-1%	9%	4%	-3%[57.1 µM]	0%	-8
Cc1cc(N/N=C/c2ccc(O)cc2O)nc(-c2ccccc2O)n1	-2%	0%	-19%	?	-11%	11%	0%	40µM*	-1
Cc1ccccc1/C=N/n1c(-c2cc(-c3ccccc3)n[nH]2)n[nH]c1=S	-28%	11%	-25%	0%	-2%	3%	4%	-10%	-9
O=C(Cn1cc(S(=O)(=O)c2ccccc2)c(=O)c2cc3c(cc21)OCO3)Nc1ccccc1	25%	-5%	?	0%	-1%	0%	-4%	-10%	0
CCOC(=O)c1c(-c2ccc(F)cc2)csc1NC(=O)C1CCCO1 (stereo not drawn)	?	16%[57.1 µM]	1%	-2%	-15%	-3%	-2%[57.1 µM]	8%	6
Cc1ccc(CSc2cn(CC(=O)N3CCCCC3)c3ccccc23)cc1	-52%	21%	0%	-6%	?	0%	-4%	0%	-2
CCOC(=O)c1c(NC(=O)c2noc(C)c2[N+](=O)[O-])sc(C(C)=O)c1C	-20%	?	?	-21%	-13%	-2%	-5%	6%	1
Cc1nc2scc(C)n2c(=O)c1S(=O)(=O)N1CCN(c2ccccc2F)CC1	-1%[56.9 µM]	4%	4%	-1%	-13%	5%	0%	4%	-3
Cc1ccc(C(c2nnnn2C2CCCC2)N2CCN(c3nc4ccccc4s3)CC2)cc1 (stereo not drawn)	15%	-15%	2%	4%	-11%	4%	5%	0%	-10
CCn1c(COc2ccc(C)cc2)nnc1SCC(=O)NCc1ccco1	-11%	13%	-11%	2%	-23%	0%	6%	0%	0
COc1ccc(C(=O)N(Cc2ccc(N(C)C)cc2)CC2CCCO2)cc1 (stereo not drawn)	-6%	-4%	7%	-2%	-26%	?	-3%	-5%	5
CC(C)(C)NC(=O)C(c1ccncc1)N(C(=O)c1csnn1)c1ccccc1 (stereo not drawn)	-4%	15%	-4%	1%	-26%	-2%	-9%	0%	-1
CCC1=Nc2cc(C(=O)NC3CCC(C)CC3)ccc2Sc2ccc(C)cc21 (stereo not drawn)	23%	2%	?	?	-11%	-5%	-6%	-10%	1
O=C(O)CC(CC(=O)Nc1ccccc1C(=O)O)c1ccccc1 (stereo not drawn)	-24%	18%	-11%	1%	-20%	-6%	6%	1%	-1
Fc1ccccc1Nc1nc(-c2ccncc2)nc2ccccc12	7%	-1%[57.1 µM]	6%	4%	-11%	-3%	4%	1%	-12
COC(=O)c1cc(OC)c(OC)cc1NC(=O)Cc1ccccc1[N+](=O)[O-]	-22%	6%	-2%	-8%	-6%	-1%	-6%	11%	4

Sorted by value in GRP78 ERSR act (falling): 3 of the compounds above
smiles | GRP78 ERSR act
CC(C)(C)NC(=O)C(c1ccncc1)N(C(=O)c1csnn1)c1ccccc1 (stereo not drawn) | -2%
COc1ccc(C)cc1S(=O)(=O)n1nc(C)cc1C | -5%
O=C(Cc1ccc(Cl)cc1Cl)Nc1ccncc1Cl | -6%

The list goes on.
SMILES	RGS4 inh	rTrxR1 inhibitor	Vif-APOBEC3F blk	Vif-APOBEC3G blk	USP1-UAF1 inh	GRP78 ERSR act	TrxR1 substrate	mIDH1 inhibitor	LDHA inh
O=C(NC1CC2CCC(C1)N2Cc1ccccc1)c1ccccc1Cl (stereo not drawn)	-4%	8%	0%	3%	-1%	-4%	-6%	1%	-11
Cc1ccc(Nc2nc(COC(=O)COc3ccc(C=O)cc3)cs2)cc1	-7%	-1%	-6%	1%	-16%	-1%	-4%	4%	0
CC1(C)Cc2nc3sc4c(=O)n(Cc5ccccc5)cnc4c3cc2CS1	9%	3%	-13%	2%	-5%	-5%	-1%	0%	-7
Fc1ccc2c(-c3cccc(C(F)(F)F)c3)c(-c3ccccc3)ncc2c1	8%	16%	-27%	-4%	?	-1%	2%	0%	0
O=C(Nc1nc2ccccc2s1)C1CC(=O)N(c2ccccc2)C1 (stereo not drawn)	18%	-5%	-2%	-1%	0%	-6%	-13%	-1%	0
O=C(CN1C(=O)CCC1=O)Nc1ccc2c3c(cccc13)CC2	14%	10%	-7%	-2%	-7%	-5%	9%	6%	5
COCCCNC(=O)c1ccc(C2SCC(=O)N2Cc2ccco2)cc1 (stereo not drawn)	-25%	2%[57.1 µM]	?	2%	-9%	-2%	7%[57.1 µM]	-2%	-5
Cc1nc2ccc([N+](=O)[O-])cc2c(=O)n1Cc1ccc([N+](=O)[O-])cc1	15%	2%	-5%	0%	-13%	0%	-7%	-4%	1
O=C(NCc1ccco1)c1ccc2c(c1)CCO2	-9%	17%[57.1 µM]	-1%	-1%	-7%	-1%	6%	5%	-6
Cc1cc(C)n2nc(C(=O)OCC(=O)N(C)C3CCS(=O)(=O)C3)nc2n1 (stereo not drawn)	19%	12%	2%	-4%	-23%	-6%	3%	7%	-5&-2
O=C(/C=C/c1ccco1)NCc1ccccn1	-14%	?	-3%	1%	-16%	-3%	-7%	-6%	3
COc1ccccc1C(=O)Nc1ncc2c(n1)CC(c1ccco1)CC2=O (stereo not drawn)	5%	?	-7%	-6%	-5%	0%	-4%	4%	7
Cc1c(C#N)c2ccccc2n1C	5%	8%	2%	-1%	-20%	-2%	1%	6%	-7
CCOc1ccc(-n2nc3c(=S)[nH]nc(C)c3c2C)cc1	-9%	15%	7%	1%	3%	-2%	7%	4%	-1
COc1ccc2nc(SCC(=O)Nc3ccc(S(=O)(=O)N4CCCC4)cc3)c(C#N)cc2c1	-11%	-15%	0%	-12%	-14%	-2%	5%	5%	4
COc1ccc(Cc2nnnn2CC(=O)O)cc1	-16%	10%	1%	2%	-23%	-5%	1%	4%	-6
CCCc1cc(=O)oc2cc(OCC(=O)NC3CCN(Cc4ccccc4)CC3)ccc12	-6%[56.9 µM]	13%[57.1 µM]	5%	2%	-24%	9%	12%[57.1 µM]	-8%	-7
COc1cc(C(=O)Nc2c(C)cc(C)cc2C)c(-n2cnnn2)cc1OC	6%	22%	0%	-8%	-16%	-6%	9%	-1%	4
COCCN1CCN(C(=O)c2ccc3c(c2)S(=O)(=O)c2ccccc2C3=O)CC1	10%	-11%[57.1 µM]	-1%	3%	-20%	-4%	2%	-4%	-7
Cc1ccc(C(=O)NCC(c2ccco2)N2CCOCC2)cc1 (stereo not drawn)	6%	1%	-6%	3%	-23%	0%	-4%	4%	-1
CCOc1ccc(CCNC(=O)C(C)n2nc(C)n3c(cc4occc43)c2=O)cc1OCC (stereo not drawn)	22%	-36%[57.1 µM]	-1%&-9%	2%&0%	-5%&-3%	-1%&-1%	2%[57.1 µM]	-4%&5%	-1&1
C=CCn1c(SCc2ccc(C#N)cc2)nnc1-c1ccc(C)cc1	10%	-6%[57.1 µM]	-7%	-3%	-17%	-6%	5%[57.1 µM]	8%	2
